Screening data (PubChem BioAssay)
GlmU inhibition: inhibition of mycobacterial GlmU enzyme – biochemical, glucosamine-1-phosphate acetyltransferase (AID 1376) | M. tuberculosis GlmU acetyltransferase enzyme assay; higher % means a stronger effect | inhibition, %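 (tested at 30 µM in the primary screen)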; hits with a dose series show IC50 in µM | hit rate 0.25% among 220,000; in the data active = inhibition above about 13%;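 also: 0% = complete reaction with vehicle and 100% = reaction without substrate; strong numbers were not always called active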
Mtb RmlCD inh: M. tuberculosis RmlC/RmlD inhibition; RmlC+RmlD coupled enzyme assay, percent inhibition; primary screen in compound mixtures; inhibition, % at 3.6 µM; hit rate 0.03% among 160,000; AID 1533; in the data active = inhibition mostly above about 34%, no sharp cut-off; also: some results filed as inactive read as strong as hits
Target sequence (P9WH09 whole entry, looked up): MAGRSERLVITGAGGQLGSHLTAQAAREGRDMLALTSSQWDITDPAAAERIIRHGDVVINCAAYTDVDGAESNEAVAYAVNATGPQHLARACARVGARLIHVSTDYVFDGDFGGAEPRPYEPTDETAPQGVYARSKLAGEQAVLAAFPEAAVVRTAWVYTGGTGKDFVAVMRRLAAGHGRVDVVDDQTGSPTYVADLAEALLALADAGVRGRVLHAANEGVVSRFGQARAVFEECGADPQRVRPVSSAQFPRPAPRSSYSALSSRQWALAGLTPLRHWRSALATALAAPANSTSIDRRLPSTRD
Target sequence (P9WH11 whole entry, looked up): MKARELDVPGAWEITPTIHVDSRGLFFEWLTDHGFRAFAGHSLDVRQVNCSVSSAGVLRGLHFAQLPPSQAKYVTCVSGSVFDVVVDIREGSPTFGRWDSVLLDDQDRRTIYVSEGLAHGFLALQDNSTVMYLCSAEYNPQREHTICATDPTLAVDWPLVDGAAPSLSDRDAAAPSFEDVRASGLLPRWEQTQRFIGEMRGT
Active calls of the source: *; x = not tested or not shown.

Molecule,Mtb RmlCD inh,GlmU inhibition
O=C(Cc1ccccc1)c1ccc(Cl)cc1,-4,7.1%
Cc1cccc(NC(=O)Nc2cnccn2)c1,-9,0.5%
CCOc1ccc(N2C(=O)S/C(=C\c3cc(OC)c(OC)c(OC)c3)C2=O)cc1,5,-2.6%
COc1ccc(NCc2nc3ccccc3n2CCOc2ccc(C)cc2)cc1,46,-3.0%
Cc1ccc(NS(=O)(=O)c2ccc(C(=O)OCC(=O)NCC3CCCO3)cc2)cc1 (stereo unspecified),2,4.2%
COc1ccccc1N1CC(C)C(=O)NC1=S (stereo unspecified),8,1.9%
CCCCCCCCn1c(=O)c(C(=O)OCC)c(O)c2ccccc21,8,-6.4%
CC(=O)Nc1ccc(-c2csc(NC(=O)C3CCN(S(=O)(=O)c4cccs4)CC3)n2)cc1,-16,2.6%
Cc1c(NC(=O)C2(c3ccccc3)CCCC2)c(=O)n(-c2ccccc2)n1C,15,x
Cc1c(NC(=O)Nc2ccc3c(c2)OCO3)c(=O)n(-c2ccccc2)n1C,16,6.1%
COc1ccccc1C(=O)c1cc2ccc(O)cc2oc1=O,-11,4.3%
CCN1CCC(NC(=O)Nc2cc(Cl)ccc2OC)CC1,4,1.2%
O=C(CN(Cc1ccccc1F)C(=O)Cn1nnc(-c2cccs2)n1)NC1CCCCC1,x,-2.5%
C/C=C(/C)C(=O)OC1c2c(ccc3ccc(=O)oc23)OC(C)(C)C1OC(C)=O (stereo unspecified),x,6.4%
Cc1nnc(SCC(=O)N2CCN(c3ccccc3)CC2)n1-c1ccccc1,-8,0.1%
COc1ccc2nc(-n3c(O)c(C4=c5ccccc5=NC4=O)[nH]c3=S)sc2c1,9,2.3%
COC(=O)c1sccc1Oc1ccc(F)cc1[N+](=O)[O-],3,2.0%
O=C(COc1ccccc1Br)NCCc1nc2ccccc2[nH]1,-7,6.2%
O=C1CC(NNC(=O)c2cccc(F)c2)C(=O)N1 (stereo unspecified),-11,-6.1%
CS(=O)(=O)c1cnc(-c2ccccc2)nc1Oc1ccc(Cl)cc1,1,-3.2%
Cc1ccc(CNc2ccc(O)cc2)cc1,-4,x
COc1ccc(C(CC(=O)O)NC(=O)c2cccs2)cc1 (stereo unspecified),6,3.7%
O=C1CC(N2CCN(c3ccc(O)cc3)CC2)C(=O)N1c1ccc2c(c1)OCO2 (stereo unspecified),x,-0.6%
Cc1ccnc(NS(=O)(=O)c2cccs2)c1,-8,-0.2%
CCOC(=O)Cn1c(=O)oc2cc(S(=O)(=O)NCCCc3ccccc3)ccc21,4,6.8%
Cc1ccccc1C(=O)Nc1nncs1,x,-6.9%
N/C(=N\OC(=O)Oc1ccccc1)c1ccc(Cl)cc1,5,4.9%
O=C(O)CC1(CC(=O)Nc2ccc(F)c(Cl)c2)CCCCC1,x,0.5%
Cc1ccc(Oc2cnn(-c3ccccc3)c(=O)c2Br)cc1,6,-12%
Cc1cccc(NC(=O)c2nc[nH]c2C(=O)N[C@@H](CC(C)C)C(=O)OC(C)(C)C)c1,6,4.0%

Next part.
Molecule,Mtb RmlCD inh,GlmU inhibition
O=C(/C=C/c1c(F)cccc1Cl)Nc1ccncc1,x,0.5%
CCOC(=O)c1cnn(-c2ccccc2)c1NC(=O)CN1CCCCC1,-41,4.2%
Cc1ccc2c(c1)c1c(n2C)-c2[nH]ncc2CC1,x,3.9%
CCOc1cc(C=O)cc(Br)c1OCC(=O)NCCc1ccccc1,-12,4.8%
CCNC(=S)NNC(=O)c1csc(C(C)C)c1,x,-4.5%
OCCNCc1cccc(Br)c1,-9,4.8%
COCCCN(C(=O)Cn1ncc2c(=O)oc3ccc(C)cc3c21)C(C)c1ccncc1 (stereo unspecified),8,1.5%
Cc1ccc(Nc2nc(N)c([N+](=O)[O-])c(NCc3ccco3)n2)cc1C,1,1.2%
CCCc1cc(=O)[nH]c(SCC(=O)Nc2ccccc2C#N)n1,x,-1.5%
COc1ccc(CCNC(=O)c2nonc2N)cc1,x,2.7%
COCCCn1c(SCC(=O)Nc2sc3c(c2C#N)CCCC3)nnc1-c1ccncc1,x,3.9%
COC(=O)C1=C(c2ccc(S(C)(=O)=O)cc2)C[C@@H]2CC[C@H]1N2C(=O)N1CCC(O)CC1,x,-1.4%
COc1cc(C(=O)N2CCC(N3CCCCCC3)CC2)cc(OC)c1OC,x,-5.6%
COc1ccccc1NC(=O)Nc1ccccc1SC,11,1.8%
CC(C)c1ccc(S(=O)(=O)/N=C2/C=CC(=O)c3ccccc32)cc1,x,-5.7%
CS(=O)(=O)c1cccc(C(=O)NCc2ccc(F)cc2)c1,x,1.1%
CCOC(=O)C1CCN(C(=O)c2ccc(NC(=O)C3CCCO3)cc2)CC1 (stereo unspecified),x,0.8%
CC1(C)CC(=O)C(C=NCCO)=C(O)C1,x,-2.3%
O=C1CC(c2ccc(S(=O)(=O)N3CCCCC3)cc2)CN1 (stereo unspecified),x,3.1%
CC1(C)CC(=O)/C(=C\c2cccc([N+](=O)[O-])c2)C(C)(C)N1,7,5.3%
COc1ccc(NC(=O)CCC(=O)N/N=C/c2ccncc2)cc1,-2,1.6%
CCCCN(C(=O)c1cc(OC)c(OC)c(OC)c1)C1=CC2CCC(C1)N2C (stereo unspecified),-1,3.3%
O=C(CCS(=O)(=O)c1cccc2nonc12)NC1CCCCCC1,-4,-1.5%
Cc1ccc(C(=O)N/C(=C/C=C\c2ccccc2)C(=O)NCc2ccco2)cc1,x,2.6%
COc1ccc(NC(=O)CSc2n[nH]c(C)c2[N+](=O)[O-])cc1,-4,-2.8%
Cc1cc(C)n2[nH]c(=O)c(N=Nc3ccc(S(N)(=O)=O)cc3)c2n1,4,-1.5%
O=c1[nH]c(CN2CCN(S(=O)(=O)c3ccc(Cl)cc3)CC2)nc2cc(Cl)ccc12,18,-3.1%
COC(=O)N/N=C1\CCCc2ccccc21,-9,-2.0%
CCCCn1c(SCC(=O)N2CCCc3ccccc32)nc2c1c(=O)n(C)c(=O)n2C,x,2.0%
Cc1ccc(NCc2n[nH]c(=S)n2-c2ccccc2)c(C)c1,-10,2.2%

3 of the compounds above, with two lines to a compound:
Order of results: Mtb RmlCD inh	GlmU inhibition
- Cc1cc(C)n2[nH]c(=O)c(N=Nc3ccc(S(N)(=O)=O)cc3)c2n1
→ 4	-1.5%
- COc1cc(C(=O)N2CCC(N3CCCCCC3)CC2)cc(OC)c1OC
→ x	-5.6%
- Cc1ccc(Nc2nc(N)c([N+](=O)[O-])c(NCc3ccco3)n2)cc1C
→ 1	1.2%

(next part)
Molecule,Mtb RmlCD inh,GlmU inhibition
COc1ccccc1-c1ccc(SCc2cccc(F)c2)nn1,24,-0.6%
Cc1ccc2ccc(C(Nc3ccccn3)c3ccccc3)c(O)c2n1 (stereo unspecified),-4,1.3%
CC(=O)Nc1ccc(N/C=C(\C=O)c2nc3ccccc3o2)cc1,1,-4.8%
CC(C)OC(=O)Nc1ccc2c(c1)N(C(=O)CCN1CCN(CCO)CC1)c1ccccc1CC2,x,0.2%
COc1ccccc1CNC(=O)COC(=O)c1cnccn1,x,-4.9%
CCOC(=O)C1=C(N)OC2=C(C(=O)CC(C)C2)C1c1cccnc1 (stereo unspecified),x,3.6%
Nc1cc(CN2C(=O)c3ccccc3C2=O)cc(Cl)c1O,12,-3.2%
O=c1c2c3c(sc2ncn1Cc1ccc(F)cc1)CCC3,x,0.6%
CC(=O)c1cccc(N=C2NC(=O)CS2)c1,-5,-2.3%
CSC1=NCCN1C(=O)c1ccc(Br)o1,-3,-1.6%
O=C(Cn1[nH]c(=O)c2ccccc2c1=O)OCC(=O)N1CCCc2ccccc21,4,9.6%
C(=N\N1CCN(C(c2ccccc2)c2ccccc2)CC1)/c1ccc2c(c1)OCO2,-12,2.8%
CCC(=O)Nc1cc(C(C)C)c(O)cc1C,x,0.8%
COc1ccc(C(=O)NCC(=O)OCc2ccc([N+](=O)[O-])cc2)cc1,-1,-4.4%
CCOC(=O)/C(C#N)=C1\CCCN1CC(N)=S,x,-7.4%
Cn1c(CSc2nc3ccccc3s2)nnc1SCC(=O)NCCCN1CCOCC1,x,0.6%
CC1CN(Cc2ccccc2Cl)CC(C)O1 (stereo unspecified),-9,4.7%
CCCCNS(=O)(=O)c1ccc(NC(=O)C2c3ccccc3Oc3ccccc32)cc1,-4,1.6%
C/C(Cc1ccccc1)=N\NC(=O)CNC(=O)COc1ccccc1,8,3.6%
C=CCN(CC=C)CCCOc1ccccc1C(=O)OC,10,-1.2%
CCN(CC)c1ccc(NC(=O)Cn2c(C(C)NC(=O)c3ccccc3)nc3ccccc32)cc1 (stereo unspecified),10,0.3%
Cc1cc(=O)n2c(C(=O)Nc3ccc(C(=O)OC(C)C)cc3)c(C(=O)Nc3ccccc3)sc2n1,-6,1.7%
C=CCC(CC=C)(C(=O)O)c1ccccc1,37,6.1%
COC(=O)c1c(-c2ccccc2)csc1NC(=O)c1c(-c2ccccc2)noc1C,45,-5.2%
CCOC(=O)C1CCN(C(=O)COc2ccc(S(=O)(=O)NC(C)C)cc2)CC1,2,-3.2%
COc1cc(-c2ccc(NC(=O)c3ccc(C)cc3)c(OC)c2)ccc1NC(=O)c1ccc(C)cc1,-5,-2.1%
CCOc1cccc(OCCCCN2CCOCC2)c1,0,3.5%
Cc1cc(N/C(=N\S(=O)(=O)c2ccc(Cl)cc2)c2ccc(F)cc2)no1,-7,3.7%
Cc1cc(C(=O)N2CCN(S(C)(=O)=O)CC2)sc1-c1ccccc1,5,0.2%
COc1ccc(CC(=O)NCc2ccccn2)cc1OC,44,-5.3%

Other entries
Molecule,Mtb RmlCD inh,GlmU inhibition
O=C(NCC(c1cccnc1)N1CCN(c2ccccc2)CC1)OCc1ccccc1 (stereo unspecified),x,-1.9%
Cc1ccc(S(=O)(=O)N(CC(=O)NCc2ccncc2)C2CCCCC2)cc1,9,-0.2%
Cc1ccnc(SCC(N)=O)n1,-4,0.7%
O=C(NCc1ccncc1)C(=O)N/N=C/c1ccccc1OCc1ccccc1,5,4.6%
CCOC(=O)COc1cccc2c(=O)n(CC(=O)N3CCCCC3)ccc12,-2,0.3%
Nc1c(NCc2ccccc2)c2ccccc2oc1=O,x,1.5%
Cc1ccc(C2CC(c3cccs3)=NN2C(=O)c2ccco2)o1 (stereo unspecified),-13,-1.3%
Cc1csc2nc(CNS(=O)(=O)N(C)C)cn12,9,-0.9%
Cc1cc(NC(=O)CSc2nnc(-c3c[nH]c4ccccc34)n2-c2ccc(Cl)cc2)no1,5,1.0%
CCCC(=O)Nc1ccc2c(c1)nc(CN1CCCC1)n2C,6,-2.3%
O=C(CSc1nnc(CCCN2C(=O)c3cccc4cccc(c34)C2=O)n1-c1ccccc1)N1CCCCC1,7,2.5%
O=C1NCC(COCc2ccco2)O1 (stereo unspecified),-5,-2.3%
O=C(Nc1ccc2c(c1)nc1n2CCOC1)c1ccccc1,x,-5.7%
O=C(c1ccco1)N(CCC(c1ccccc1)c1ccco1)Cc1ccco1 (stereo unspecified),0,4.3%
CCCCCC(=O)NNC1CC(=O)N(c2ccccc2)C1=O (stereo unspecified),x,6.5%
CCOc1ccc(NC2c3ccccc3C(=O)N2Cc2ccc3c(c2)OCO3)cc1 (stereo unspecified),7,2.1%
COc1ccc2cnnc(SCC(=O)Nc3ccc(C(=O)O)cc3)c2c1OC,x,1.7%
CC(=Nc1ccc(Br)cc1)c1sc2ccccc2c1O,x,-1.1%
O=C1N=c2ccccc2=C1c1sc(Nc2ccc(O)cc2)nc1O,11,6.5%
O=C(NCc1ccco1)C1CCCN(S(=O)(=O)c2cccc3nonc23)C1 (stereo unspecified),14,0.7%
O=C(O)CSc1nnc(-c2ccc(S(=O)(=O)N3CCCC3)cc2)n1Cc1ccco1,x,0.8%
O=C(NN1CCOCC1)c1ccc(Cl)cc1,2,1.7%
O=C(CCC(=O)Nc1ccc(F)cc1)N/N=C/c1c[nH]c2ccccc12,-22,-5.0%
Cc1cccc(NC(=O)Cc2noc3ccccc23)c1,x,2.7%
COc1ccc(C(Nc2cc(C)ccn2)c2ccc3ccc(C)nc3c2O)cc1 (stereo unspecified),26,2.3%
CCOc1nc(C)cc(C)c1S(=O)(=O)c1cccc(C)c1,x,-1.6%
Fc1c(F)c(F)c(N2CCNCC2)c(F)c1F,2,4.4%
Cc1ccc(C)n1NC(=O)c1cccs1,7,2.1%
COc1cc(CNn2nnnc2N)ccc1OCc1c(Cl)cccc1Cl,-1,1.5%
Cc1ccc(NC(=S)NC(=O)CC2CC(C)(C)OC2=O)cc1 (stereo unspecified),x,3.9%

Remaining list, next part:
Molecule,Mtb RmlCD inh,GlmU inhibition
CCOCCn1c(COc2ccccc2)nc2ccccc21,9,2.1%
NNc1nc2c(Cl)c(Cl)ccc2s1,-86,0.6%
CCCOc1ccc(N2C(=O)CC(N3CCOCC3)C2=O)cc1 (stereo unspecified),x,6.8%
CC(C)NC(=O)c1onc(CSc2ccc(Cl)cc2)c1C(=O)NC(C)C,x,3.3%
N=C1CCCN1CC(=O)c1ccc(Cl)cc1,10,2.0%

Arranged by length of the SMILES (largest number first): part of the list above.
Molecule,Mtb RmlCD inh,GlmU inhibition
CC(C)NC(=O)c1onc(CSc2ccc(Cl)cc2)c1C(=O)NC(C)C,x,3.3%
CCOCCn1c(COc2ccccc2)nc2ccccc21,9,2.1%
N=C1CCCN1CC(=O)c1ccc(Cl)cc1,10,2.0%

Some of the compounds tested. The share of hits here may be higher or lower than overall.
